Screening data deposited in PubChem BioAssay by The Scripps Research Institute Molecular Screening Center.
PRMT1 FP inh – blocks human protein arginine methyltransferase 1; Q99873; recombinant PRMT1, activity-based probe fluorescence polarization; inhibition, % at 2.79 µM; actives 1.3% (n = 370,000); AID 652257;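 active = inhibition above about 21% made by adding two undisclosed values, limit read from the data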
PG9 Ab binder – small molecules binding HIV-1 gp120 antibody PG9; TR-FRET gp120-PG9 antibody binding; inhibition, % at 6.7 µM; actives 0.43% (n = 360,000); AID 624416; in the data active = inhibition above about 8.5%
DDE Tn7 FP inh – DD(E)-Tn7 binding inhibition, primary FP screen; P02675; FP displacement of FITC-Tn7 peptide from fibrin DD(E); 0% = median of compound wells per plate; inhibition, % at 8.3 µM; actives 0.13% (n = 370,000);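 active = inhibition above the mean of compounds falling within the control limits plus 3 SD of them, cut at about 14% in these data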;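 also: 0% = plate median of compound wells and 100% = 10 µM Aha-Tn7 peptide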
Target sequence (P02675 whole entry, looked up): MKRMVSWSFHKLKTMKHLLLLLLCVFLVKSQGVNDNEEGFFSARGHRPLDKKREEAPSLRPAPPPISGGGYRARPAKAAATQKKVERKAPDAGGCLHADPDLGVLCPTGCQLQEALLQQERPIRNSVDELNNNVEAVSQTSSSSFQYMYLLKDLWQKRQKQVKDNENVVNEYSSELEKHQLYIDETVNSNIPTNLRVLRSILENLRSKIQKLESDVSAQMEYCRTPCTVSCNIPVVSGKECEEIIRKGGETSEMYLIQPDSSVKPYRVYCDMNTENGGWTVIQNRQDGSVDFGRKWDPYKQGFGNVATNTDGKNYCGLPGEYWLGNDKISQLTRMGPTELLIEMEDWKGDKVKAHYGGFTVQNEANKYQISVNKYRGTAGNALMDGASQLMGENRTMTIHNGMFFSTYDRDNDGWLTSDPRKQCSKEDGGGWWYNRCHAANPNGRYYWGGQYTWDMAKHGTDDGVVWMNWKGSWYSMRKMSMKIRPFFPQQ
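Test system – human fibrin DD(E) · Times – 10 min preincubation, 3 h with tracer, room temperature · Detection – fluorescence polarization of the labelled Tn7 tracer · Measure – percent inhibition normalized to high-control wells · Benchmarks – high control wells with 10 µM unlabelled Aha-Tn7 peptide (full inhibition) · Repeats – singlicate testing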
LEDGF integ inh – blocks HIV-1 LEDGF/p75-dependent DNA integration. TR-FRET IN-LEDGF/p75 DNA integration, Eu/Cy5. inhibition, % at 3.7 µM. actives 0.64% (n = 370,000);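 active = inhibition above the screen-wide mean plus 3 SD, cut at about 13% in these data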;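 also: signal is the Cy5 over europium emission ratio at 671 and 618 nm; 0% = plate median of compound wells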
mABHD4 FP – inhibits mouse alpha/beta hydrolase domain 4; inhibition, % at 8.92 µM; Q8VD66; purified mABHD4, FP-Rh probe fluorescence polarization; AID 720543; actives 0.54% (n = 370,000);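 active = inhibition exceeding the mean over every tested compound plus 3 SD, cut at about 30% in these data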;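 also: 0% = plate median of compound wells and 100% = S159A mutant with DMSO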
Target sequence (Q8VD66 whole entry, looked up, the tested form may be a part): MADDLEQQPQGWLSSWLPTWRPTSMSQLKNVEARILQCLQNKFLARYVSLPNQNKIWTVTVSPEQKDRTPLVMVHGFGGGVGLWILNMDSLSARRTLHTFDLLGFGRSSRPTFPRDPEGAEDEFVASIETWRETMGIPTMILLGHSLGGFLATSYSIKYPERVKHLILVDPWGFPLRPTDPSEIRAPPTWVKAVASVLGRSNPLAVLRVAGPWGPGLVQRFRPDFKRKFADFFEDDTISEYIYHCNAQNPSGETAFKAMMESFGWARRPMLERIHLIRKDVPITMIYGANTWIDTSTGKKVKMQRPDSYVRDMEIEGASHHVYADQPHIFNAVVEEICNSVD
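Assay system: mouse ABHD4 enzyme, wild type / Also added: fluorescent activity-based probe FP-Rh / Doses: single nominal dose of 8.92 µM, 0.89% DMSO final / Timing: 45 min compound pre-incubation plus 60 min probe step, 25 °C / Signal: FP readout, ex 525 nm / em 598 nm / Control set: S159A mutant/DMSO as 100%, compound-well median as 0%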
SIAE primary – inhibitors of human sialic acid acetylesterase SIAE | Q9HAT2 | inhibition, % at 9.66 µM | actives 0.69% (n = 370,000) | SIAE FP-Rh probe binding, fluorescence polarization;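 active = inhibition above a cutoff: mean of compounds within the control limits plus 3 SD of those, cut at about 17% in these data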;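 also: 0% = plate median of compound wells and 100% = probe without SIAE protein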
HTRA1 inh – inhibitors of human serine peptidase HTRA1 | actives 0.5% (n = 340,000) | recombinant HTRA1, FP-rhodamine activity-based probe, fluorescence polarization | inhibition, % at 5.96 µM | Q92743; in the data active = inhibition above about 36%;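 also: 0% = enzyme with DMSO and 100% = wells lacking enzyme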
TDP2 absorb – blocks human TDP2 phosphodiesterase activity. recombinant TDP2, T5PNP hydrolysis, p-nitrophenol absorbance 415 nm. inhibition, % at 12.8 µM. O95551. actives 0.34% (n = 370,000);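 active = inhibition above the mean of all tested compounds plus 3 SD, set per campaign, cut at about 25% in these data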;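 also: 0% = DMSO with enzyme and 100% = buffer with substrate but no TDP2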
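Incubation: 2 h at 37 °C; Test system: recombinant human TDP2; Quantity: enzyme 120 nM; Read-out basis: percent inhibition; Medium: 50 mM Tris-HCl pH 7.5 with Mg2+, KCl, DTT, BSA; Repeats: single replicate; Compound: 12.8 µM single point, 1% DMSO; Signal: epi absorbance; Reagent: 5 mM T5PNP chromogenic substrate; Benchmarks: no-enzyme high, DMSO-plus-enzyme low.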
UHRF1 MBD2 ctr – blocks human UHRF1 binding to methylated DNA. actives 0.75% (n = 370,000). inhibition, % at 4.4 µM. UHRF1 binding to methylated oligo, TR-FRET. Q96T88. AID 687016; in the data active = inhibition above about 21%;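 also: UHRF1 SRA domain binding a hemimethylated CpG hairpin DNA probe; 0% = median of test compound wells and 100% = reference inhibitor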
TCR CD3 inh – human TCR-CD3 binding inhibition; TAMRA-labeled TCR probe fluorescence, biochemical; inhibition, % at 9.4 µM; AID 651800; actives 0.37% (n = 360,000); in the data active = inhibition above about 19%;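 also: recombinant mutant TCR 2C K166C tagged with TAMRA read by polarization; 0% = receptor in buffer alone and 100% = receptor with positive control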
* = called active by the depositor; x = no result given. Hits appear at their usual frequency; about 4.2% have a hit in one of these screens.

SMILES	PRMT1 FP inh	PG9 Ab binder	DDE Tn7 FP inh	LEDGF integ inh	mABHD4 FP	SIAE primary	HTRA1 inh	TDP2 absorb	UHRF1 MBD2 ctr	TCR CD3 inh
CCOC(=O)N/N=C/c1cc(OC)c(O)c(OC)c1	0	-1.4	-5	-4	6	2	6	-9	1	3
COc1ccc(NC(=O)c2cc(C)cc(C)c2)cc1S(=O)(=O)N1CCCCC1	0	-1.4	5	1	-1	-5	-81	5	8	-1
COc1ccc(OC)c(NS(=O)(=O)c2ccc3c(c2)n(C)c(=O)n3C)c1	3	0.5	1	-2	4	1	9	9	-1	-4
CCN(C(=O)CO/N=C/c1ccc(OC)cc1OC)c1c(N)n(Cc2ccccc2)c(=O)[nH]c1=O	-2	-0.7	4	0	-1	1	-1	-3	0	5
Cc1ccc(C(=O)OCC(=O)N2CCNC2=O)c(C)c1	0	0.2	2	-4	5	0	1	5	0	2
CCOC(=O)c1sc2ncc([N+](=O)[O-])cc2c1N	-2	-1.1	1	-2	5	3	1	-1	-6	5
CC(=O)Nc1ccc(NC(=O)COc2ccc(S(=O)(=O)N3CCCC3)cc2)cc1	-2	0.2	-3	3	-7	-1	11	12	-1	6
CCOc1ccc(NC(=O)C2CCCN(S(=O)(=O)c3ccc4c(c3)CC(C)N4C(C)=O)C2)cc1 (centres undefined)	-7	-0.2	7	-1	-1	0	-3	5	2	8
Cc1c([C@H]2[C@@H](CC#N)C2(C)C)c2ccccc2n1C	4	0.1	7	1	-4	1	-10	3	1	-4
Cc1nn(CCCC(=O)Nc2cnn(Cc3ccc(F)cc3)c2)c(C)c1[N+](=O)[O-]	2	-3.5	-1	-1	-1	-4	-4	-2	0	9
COCCn1c(=O)[nH]c(=O)c2c1nc(-c1ccc(-c3ccc(Cl)cc3[N+](=O)[O-])o1)n2Cc1ccccc1	4	2.4	2	2	16	8	17	1	-6	5
CCOCCn1c(-c2ccccc2)nc2ccccc21	0	-1.3	2	1	0	-3	x	1	-2	-1
CCOC(=O)c1c(-c2ccccc2)csc1NC(=O)c1cc(-c2ccccc2OC)on1	7	7.6	-6	-3	7	1	3	-3	-1	3
COC(=O)c1ccc2[nH]c3cccc(/C(=C/c4ccccc4)c4ccccc4)c3c2c1	5	0.0	3	3	-40	-50	-28	-15	7	0
COc1ccc(C(C(=O)NCc2ccccc2)N(C(=O)c2snc(C(N)=O)c2N)c2ccccc2OC)cc1 (centres undefined)	-6	-2.2	1	1	-5	-4	1	-19	2	0
CNC(=O)C(=O)Nc1cc2c3c(c1)CCC(=O)N3CCC2	0	-0.6	4	-4	3	13	1	-14	0	0
COc1cccc(CNC(=O)CSCc2cnn(-c3ccccc3)c2-n2cccc2)c1OC	-4	-0.2	3	-2	-8	6	-4	3	1	3
Cc1noc(NS(=O)(=O)c2ccc(NC(=O)CSc3nnc4c(n3)[nH]c3ccccc34)cc2)c1C	7	0.5	6	-3	-11	-27	-11	6	3	1
C=CCN1C(=O)[C@@H](CC(=O)NCCCC)[C@]2(C(=O)OCC)CCCCC/C=C/12	4	x	-1	1	-1	-4	x	1	-1	x
Cc1ccccc1NC(=O)c1cccc(NC(=O)c2ccccc2C(=O)O)c1	4	1.0	11	-5	-3	-1	1	-7	-1	1
N#Cc1cccc(NS(=O)(=O)c2ccc(S(=O)(=O)N3CCOCC3)cc2)c1	2	-1.5	-5	0	4	1	-4	4	6	-1
COc1ccc(NC(=O)COC(=O)c2cc(=O)c3ccccc3o2)cc1OC	-1	2.0	0	-2	1	8	3	0	-1	0
CCOC(=O)Nc1sc(=S)n(C)c1C	1	-1.0	2	-1	2	2	0	0	1	-9
O=C(CN1CCN(S(=O)(=O)c2ccc(Br)cc2)CC1)N/N=C/c1ccncc1	-9	-1.8	-6	3	1	4	3	-15	-2	1
O=C(Nc1nccs1)c1ccc(-c2ccc(F)cc2)o1	1	-0.9	-2	7	2	-1	-15	3	-4	2
O=C(COC(=O)C1(c2ccc(F)cc2)CCCC1)NC1CC1	-1	-2.1	-13	1	9	-1	-2	-5	-3	1
CCn1ncc(C2=NOC(C(=O)N3CCC(C(N)=O)CC3)C2)c1C (centres undefined)	1	-1.8	7	-2	-3	-4	4	0	12	5
O=C(CCNC(=O)C1CCN(S(=O)(=O)c2ccc(F)cc2)CC1)NCc1cccnc1	-1	1.1	0	2	-1	6	0	-13	0	-14
CSCCC(NS(=O)(=O)c1ccccc1F)C(=O)NCc1ccncc1 (centres undefined)	-1	0.4	0	0	3	-8	7	3	0	3
Nc1[nH]c(C(=O)c2ccccc2)c(-c2ccc(Cl)cc2)c1C(=O)NCCC1=CCCCC1	-3	x	-6	-4	5	6	x	10	-1	x

Only UHRF1 MBD2 ctr and LEDGF integ inh, for some of the entries so far:
molecule | UHRF1 MBD2 ctr | LEDGF integ inh
COc1cccc(CNC(=O)CSCc2cnn(-c3ccccc3)c2-n2cccc2)c1OC | 1 | -2
Cc1noc(NS(=O)(=O)c2ccc(NC(=O)CSc3nnc4c(n3)[nH]c3ccccc34)cc2)c1C | 3 | -3
C=CCN1C(=O)[C@@H](CC(=O)NCCCC)[C@]2(C(=O)OCC)CCCCC/C=C/12 | -1 | 1

Continued.
SMILES	PRMT1 FP inh	PG9 Ab binder	DDE Tn7 FP inh	LEDGF integ inh	mABHD4 FP	SIAE primary	HTRA1 inh	TDP2 absorb	UHRF1 MBD2 ctr	TCR CD3 inh
CC(=NC1CC1)C1=C(O)c2ccccc2C1=O	-1	-1.8	0	-2	1	3	4	13	0	1
Cc1ccc(Cn2c(=N)c(C(=O)NCC3CCCO3)cc3c(=O)n4ccccc4nc32)cc1 (centres undefined)	-2	-0.5	6	1	2	-6	-1	-2	-3	11
O=CNc1cc(-c2ccccc2)cn2c(-c3ccc(F)c(Cl)c3)cnc12	-1	-1.1	-4	2	-16	-7	x	-15	-2	-12
CC(=O)N(CC(=O)Nc1sc(C)c(C)c1C(N)=O)Cc1ccccc1	5	-0.1	1	-3	2	6	1	-8	3	-1
CC(C)(C)NC(=O)/C(=C\C=C\c1ccccc1)NC(=O)c1ccc([N+](=O)[O-])cc1	-3	-5.4	-2	0	4	3	0	-9	-2	0
COc1ccc2[nH]c(=O)c(CNc3ccc(C)c(C)c3)cc2c1	-1	-1.3	0	0	7	-4	4	-4	-9	5
COCCn1c(-c2ccccc2)cnc1N	-3	-0.7	0	-3	7	-2	10	-7	-2	1
C[C@@H]1CN([C@@H](C)CO)C(=O)c2cccc(NS(C)(=O)=O)c2O[C@H]1CN(C)Cc1ccc(Oc2ccccc2)cc1	3	0.2	-4	0	-8	-5	-2	-8	5	1
Cn1c(N)c(C(=O)COC(=O)CNC(=O)c2ccc(Cl)cc2Cl)c(=O)n(C)c1=O	0	1.4	-10	3	5	-1	9	-11	-4	5
OCC1(C2=NOC(O)(C(F)(F)F)C2)CCCCC1 (centres undefined)	0	-1.6	-1	0	4	4	6	-2	1	4
COc1ccc(C(C)(C)C)cc1S(=O)(=O)n1ccnc1C	1	0.4	2	2	2	5	-5	2	0	1
C=CCSc1nnc(Cn2c(=O)sc3ccccc32)n1C	-1	-0.8	3	-1	2	0	2	-8	-5	-2
CCC(=O)c1cn(CC(=O)Nc2ccccc2F)c2ccccc12	-2	-1.7	4	0	-3	5	7	14	-1	6
O=[N+]([O-])c1ccccc1C(O)Cc1ccccn1 (centres undefined)	0	1.4	4	-6	7	0	0	-4	-2	6
O=C(CN1C(=O)NC2(CCCc3ccccc32)C1=O)c1ccccc1F (centres undefined)	1	-2.2	1	0	-6	-10	-2	6	1	-4
COC(=O)[C@]12C[C@H](CC(=O)N3CCN(C(=O)c4ccco4)CC3)C(=O)N(Cc3ccc4c(c3)OCO4)C1=C[C@H](COCc1ccccc1)O[C@@H]2C	-6	0.8	-3	1	6	8	x	9	3	2
Cn1c(SCC(=O)Nc2nccs2)nnc1-c1ccccn1	-1	0.1	3	-2	-1	-3	-2	-2	-1	-5
O=C(NC(=S)NCc1cccnc1)c1cccc2ccccc12	3	-0.3	0	-2	-12	-6	5	-8	9	-5
CCCC(=O)N1CCCC(c2cc(C(=O)NCc3cccnc3)no2)C1 (centres undefined)	1	-1.0	9	-4	5	4	x	-12	-1	2
Cc1ccc(C(=O)CCNc2ccc(Br)cc2)o1	4	-3.1	0	-1	-2	5	-2	7	6	3
CSc1nc2ncc3c(n2n1)CC1c2ccccc2CCN1C3=O (centres undefined)	-5	1.8	-8	2	-2	1	0	2	10	10
CCn1c(SCC(=O)N/N=C/C(C)=C/c2ccco2)nnc1-c1ccccc1	5	-2.4	-5	2	5	4	2	-4	-1	-3
COc1cccc(C(=O)Nc2ccc(Oc3nnc(-c4ccccc4)c4ccccc34)cc2)c1	-3	-2.6	-2	0	-4	3	x	12	-3	-2
CCn1c(SCc2ccc(OC)cc2)nnc1-c1ccncc1	2	-1.2	3	1	-3	-6	-2	0	0	3
CCCCN1CC(=O)N2[C@H]3c4cc(Br)ccc4OC[C@@H]3[C@H](C(=O)OCC)[C@]2(C)C1=O	1	0.8	6	-1	8	-1	1	-1	0	-2
O=C(NCC1CCCO1)c1ccc([N+](=O)[O-])s1 (centres undefined)	-3	-1.4	-2	7	1	-1	1	0	1	-2
O=C(CNCC1CCCO1)Nc1ccc(N2CCCCCC2)cc1 (centres undefined)	3	-18	3	0	18	17	4	1	1	-5
Fc1cccc2sc(N3CCOCC3)nc12	-3	-4.7	4	-1	7	5	11	6	-2	6
O=C(CC(c1ccccc1)c1ccco1)Nc1nccs1 (centres undefined)	3	-2.4	-1	-1	4	-1	-17	8	5	-5
O=C(NC1CCCC1)C(c1cccnc1)N(C(=O)c1csnn1)c1ccccc1Cl (centres undefined)	-2	-1.1	-6	3	5	-2	5	-1	0	9
Cc1csc(NC(=O)c2ccc3nc[nH]c3c2)n1	3	1.0	0	-1	5	4	4	2	0	1
O=C1CCN(CCc2ccccc2)CCN1CCSc1ccc(Br)cc1	-2	-2.2	-1	-1	4	3	-18	-7	-5	4
Cc1n[nH]c(=O)n(N=Cc2c[nH]c3ccccc23)c1=O	0	0.7	-4	0	6	-4	3	2	2	-2
COc1ccc(-c2csc(NC(=O)CS(=O)(=O)c3ccc(F)cc3)n2)cc1OC	4	-1.5	6	1	0	5	-6	11	-1	5
